KB-3-1 cytotox = qHTS assay for MDR1-selective chemotherapeutics: Primary screen using the parental adenocarcinoma cell KB-3-1. KB-3-1 viability, CellTiter-Glo ATP luminescence, 72 h. actives 1.4% (n = 400,000). Potency, µM (doses to about 46.1 µM), for the others: at the top dose activity change, negative = cytotoxic, most hits filed as cytotoxic; also: % is scaled to controls: 0 for no effect and ±100 for the full control effect; nearly all actives have a fitted effect of over 60% in size
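72 h, 37 °C compound treatment of KB-3-1 parental cells; CellTiter-Glo added, 10 min, luminescence read. Data corrected against DMSO-only plates and normalized before curve fitting.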
TDP43 rescue = qHTS of TDP-43 Inhibitors. Potency, µM (top dose mostly 46.1 µM), for the others: top-dose growth rescue (activation), hits mostly activators. AID 652104, 2013. TDP-43 expressing yeast growth rescue, BacTiter-Glo, 24 h. actives 1.8% (n = 410,000); also: % of control where 0% means no effect; nearly all actives have a fitted effect of over 50% in size
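Cell-based yeast growth screen: TDP-43 expression induced in galactose, inoculum OD600=0.02 after raffinose pregrowth to mid-log. Read-out BacTiter-Glo luminescence at 24 hr, 30 deg C; inhibition of toxicity seen as signal increase.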
HT1080 IDH1KD tx = qHTS for induction of synthetic lethality in tumor cells producing 2HG: qHTS for the HT-1080-IDH1KD cell line. HT-1080 IDH1 knockdown viability, ATP luminescence, 48 h. Potency, µM (highest dose often 46.1 µM), without a hit: top-dose activity, negative = toxicity, usual class: cytotoxic. actives 2% (n = 360,000);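 also: 0% = DMSO wells and -100% = cell-free medium wells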
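HT-1080-IDH1KD cells (IDH1 knocked down), 750/well in RPMI with 5% FBS, treated with compound 48 h at 37 degrees C. Viability by CellTiter-Glo luminescence, normalised to DMSO and no-cell wells; concentration-response curves classed.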
HT1080NT lethal = qHTS for induction of synthetic lethality in tumor cells producing 2HG: qHTS for the HT-1080-NT fibrosarcoma cell line. Potency, µM (doses to about 46.1 µM), without a hit: top-dose activity, negative = less viability, most hits filed as cytotoxic. actives 1.6% (n = 360,000). HT-1080-NT fibrosarcoma viability, CellTiter-Glo ATP luminescence, 48 h. AID 686970, 2013;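 also: NT is the 2HG producing partner of a matched IDH1 knockdown line; 0% = DMSO-treated cells and -100% = media-only wells without cells; nearly all actives have a fitted effect of over 55% in size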
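Viability of the 2HG-overproducing fibrosarcoma line after 48 hours of compound exposure at 37 degrees C was determined by luminescence with CellTiter-Glo, and concentration-effect curves were then fitted and categorized.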
KB-V1 MDR tox = qHTS assay for MDR1-selective chemotherapeutics: Primary screen using the drug-selected MDR subline cells KB-V1. KB-V1 MDR cells viability, CellTiter-Glo, 72 h. AID 1347076, 2019. Potency, µM (series often up to 46.1 µM), for the others: top-dose activity change, negative = cytotoxicity, actives largely listed as cytotoxic. actives 3.4% (n = 400,000); also: % is scaled to controls: 0 for no effect and ±100 for the full control effect; nearly all actives have a fitted effect of over 60% in size
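Potencies derive from concentration-effect curves fitted to normalized luminescence (CellTiter-Glo) of KB-V1 cells treated for 72 h at 37 degrees C in phenol-red-free DMEM containing 10% FBS.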
SW480 rerep = A quantitative high throughput screen for small molecules that induce DNA re-replication in SW480 colon adenocarcinoma cells | actives 1.8% (n = 340,000) | Potency, µM (titrated, usually from 46.1 µM), for the others: at the highest dose re-replication activation, usual class: activators | SW480 DNA re-replication, Hoechst DNA content imaging, 48 h; also: % of control where 0% means no effect; nearly all actives have a fitted effect of over 55% in size
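Hoechst fluorescence of nuclei (405 nm excitation, 500-530 nm emission) measured by plate-scanning imager after 48 hr compound exposure at 37 C; re-replication scored as increased number of nuclei with elevated intensity.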
GLP1R ag = qHTS of GLP-1 Receptor Agonists. HEK293 GLP-1R CRE-luciferase, luminescence, 4-6 h; cells express a hypersensitive GLP-1R form. Potency, µM (doses to about 45.6 µM), for the others: at the top dose activation, most hits filed as activators. actives 0.007% (n = 380,000). AID 624172, 2012; also: % of control where 0% means no effect
Target sequence (P43220 whole entry, looked up): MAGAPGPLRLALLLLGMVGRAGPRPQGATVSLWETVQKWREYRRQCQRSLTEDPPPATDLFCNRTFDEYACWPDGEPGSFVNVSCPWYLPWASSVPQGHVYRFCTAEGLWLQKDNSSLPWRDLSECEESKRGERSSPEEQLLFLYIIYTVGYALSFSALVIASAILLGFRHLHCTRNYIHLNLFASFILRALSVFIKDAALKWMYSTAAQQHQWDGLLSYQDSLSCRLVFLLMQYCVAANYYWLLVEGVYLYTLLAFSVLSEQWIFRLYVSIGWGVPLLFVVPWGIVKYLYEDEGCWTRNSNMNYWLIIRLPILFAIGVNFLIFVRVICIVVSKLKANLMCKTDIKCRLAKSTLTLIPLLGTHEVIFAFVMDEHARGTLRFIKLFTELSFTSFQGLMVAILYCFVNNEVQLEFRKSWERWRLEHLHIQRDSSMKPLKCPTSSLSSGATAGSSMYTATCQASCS
GLP1R inv ag = qHTS of GLP-1 Receptor Inverse Agonists (Inhibition Mode); HEK293 GLP-1R CRE-luciferase, luminescence, 24 h; GLP-1R form is constitutively active; Potency, µM (series often up to 38.3 µM), without a hit: at the top dose activity change, negative = inhibition, most hits filed as inhibitors; AID 624417, 2012; actives 1.6% (n = 410,000); also: % is scaled to controls: 0 for no effect and ±100 for the full control effect; nearly all actives have a fitted effect of over 55% in size
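Assay principle: reduced luminescence from a cAMP-responsive reporter in HEK293 cells co-expressing a constitutively active GLP-1R. Conditions: 24 hr compound incubation, 37 deg C, 5% CO2.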
HEK293 tox = qHTS of GLP-1 Receptor Inverse Agonists: Cytotox Screen; HEK293 cAMP-luciferase reporter cells, luminescence, 24 h; AID 624418, 2012; Potency, µM (doses to about 38.3 µM), inactives show at the top dose activity change, negative = inhibition, usual class: inhibitors; actives 0.13% (n = 410,000);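 also: loss of luciferase light is scored as toxicity; % is scaled to controls: 0 for no effect and ±100 for the full control effect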
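Luminescence readout: signal drop marks cytotoxicity. Plated cells grew 12 h at 37 °C, 5% CO2, received 23 nL compound for 24 h, then got luciferase reagent, read after 12 min at RT.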
Active calls of the source: *; ? = inconclusive; nt = no result given; [ ] = remark or other dose. Calls follow the shape of the dose curve; as a rule, active = well fitted curve in the direction sought with a large enough effect; inconclusive = small, poorly fitted or top-dose-only effect, or another doubt; inactive = no such curve, though single readings can be large; an effect the other way counts as inactive or inconclusive. Potency is read from the fitted curve at half-maximal effect.

SMILES	KB-3-1 cytotox	TDP43 rescue	HT1080 IDH1KD tx	HT1080NT lethal	KB-V1 MDR tox	SW480 rerep	GLP1R ag	GLP1R inv ag	HEK293 tox
COc1ccccc1N(CC(O)CN1CCOCC1)S(=O)(=O)c1ccccc1 (centres undefined)	7%	16%	4%	6%	-21%	0%	8%	3%	0%
CN(C)c1ccc(C=NNC(=O)c2cccc3ccccc23)c(Cl)c1	5.2µM*	22%	?	?	3.7µM*	18µM*	0%	-20%	-23%
CCOc1ncccc1C(=O)OCC(=O)N1CC(=O)Nc2ccccc21	-5%	6%	7%	8%	-5%	-4%	2%	9%	-9%
O=C(CCc1ccccc1)NC(c1cccs1)c1cc(Cl)c2cccnc2c1O (centres undefined)	?	?	?	?	2.1µM*	?	0%	?	5%
O=C(CCc1ccccc1)N/N=C/c1cccc(O)c1	1%	-7%	-6%	-3%	-29%	6%	-3%	-16%	3%
CC(=O)N1CCc2c(sc3c2c(=O)n(Cc2ccccc2)c(=O)n3CC(=O)NCC2CCCO2)C1 (centres undefined)	9%	18%	4%	-3%	-5%	-3%	3%	13%	-11%
CC[C@]12c3[nH]c4cc(CCC(=O)N(C)C)ccc4c3CCN1C(=O)[C@@H](CC(=O)NCC13CC4CC(CC(C4)C1)C3)C[C@@H]2C(=O)N1CCN(C(=O)C2CC2)CC1	6%	15%	-7%	-8%	?	-2%[9.22 µM]	10%	6%	-15%
O=C(NCCc1ccccc1)c1ccc(-c2ccccc2C(F)(F)F)o1	-3%	22%	?	?	6%	9%	3%	-25%	6%
COc1cc(NC(=O)Cc2ccccc2)ccc1NC(=O)c1ccccc1	18%	3%	-8%	-11%	10%	-1%	1%	0%	-30%
CCc1noc(C)c1C(=O)Nc1cc(S(=O)(=O)N2CCOCC2)ccc1OC(C)C	9%	-5%	-1%	-2%	-28%	-1%	12%	26%	10%
COc1ccccc1CNC(=O)c1cnc2sc(N3CCCCC3)nn2c1=O	-3%	22%	nt	nt	?	nt	nt	-4%	-9%
Cn1c(SCCN2CCOCC2)nc2sc3c(c2c1=O)CCCC3	9%	7%	1%	8%	-1%	-4%	0%	-10%	7%
COc1ccc(S(=O)(=O)N2CCC3(CC2)OCCN3S(=O)(=O)c2cccs2)cc1OC	25%	15%	-16%	-11%	?	4%	1%	67%[activator]	0%
Cc1c(Cl)cccc1NC(=S)N1CCC(C(N)=O)(N2CCCCC2)CC1	9%	-8%[0.397 µM]	-3%	6%	4%	-10%	29%	-22%	-3%
Cc1cccc(N(C(=O)CCC(=O)Nc2ccccn2)C(C(=O)NC(C)C)c2ccc(O)cc2)c1 (centres undefined)	0%	-3%	0%	-2%	5%	2%	0%	9%	19%
NC(=O)[C@@H]1CCCNc2c(F)cc([N+](=O)[O-])cc2C(=O)N[C@@H](CO)C(=O)NCC(=O)N1	0%	15%	4%	15%	-6%	2%	1%	-8%	-6%
CC(=O)Nc1ccc(S(=O)(=O)Nc2cccc(-c3nc4ccccc4o3)c2)cc1	-13%	8%	-20%	-7%	-1%	0%	20%	0%	?
O=C(c1ccc(CSc2ccc(Cl)cc2)cc1)N1CCOCC1	2%	?	-12%	-1%	-21%	-14%	1%	?	-15%
N#CCCN(CCC#N)C(=O)C1c2ccccc2Oc2ccccc21	6%	-4%	4%	4%	-2%	5%	11%	-5%	-8%
CC1(C)Cc2noc(N)c2C(C)(C)N1OC(=O)c1cccs1	15%	7%	-4%	0%	1%	-3%	3%	1%	-18%
CN(Cc1cc(Cl)cc(Cl)c1O)Cc1c(O)ccc2ccccc12	-2%	-4%	?	-22%	3%	?	19%	?	-10%
COc1ccc(CNC(=O)c2cc3c(=O)[nH]c4ccccc4c3n2C)c(OC)c1	3%	-21%	nt	nt	-20%	nt	nt	6%	0%
Cn1cc(CNCCN2CCCCC2=O)c(-c2cccc(Cl)c2)n1	?	-8%	8%	8%	4%	6%	16%	6%	2%
COC(=O)c1ccc(NC(=O)CSc2nnc(-c3ccncc3)n2N)cc1	1%	10%	4%	6%	0%	0%	3%	4%	-11%
CCCC(=O)NCC(c1cccs1)S(=O)(=O)c1ccc(Cl)cc1 (centres undefined)	3%	-1%	5%	-5%	0%	-22%	-2%	23%	-10%

Record cards, from the list above. Screens in order: KB-3-1 cytotox | TDP43 rescue | HT1080 IDH1KD tx | HT1080NT lethal | KB-V1 MDR tox | SW480 rerep | GLP1R ag | GLP1R inv ag | HEK293 tox
Profile of COc1ccc(S(=O)(=O)N2CCC3(CC2)OCCN3S(=O)(=O)c2cccs2)cc1OC : 25% | 15% | -16% | -11% | ? | 4% | 1% | 67%[activator] | 0%
Profile of CCOc1ncccc1C(=O)OCC(=O)N1CC(=O)Nc2ccccc21 : -5% | 6% | 7% | 8% | -5% | -4% | 2% | 9% | -9%

Further entries
SMILES	KB-3-1 cytotox	TDP43 rescue	HT1080 IDH1KD tx	HT1080NT lethal	KB-V1 MDR tox	SW480 rerep	GLP1R ag	GLP1R inv ag	HEK293 tox
C=CCn1c(=S)[nH]c2scc(-c3ccc(C)o3)c2c1=O	-14%	0%	16µM*	13µM*	0%	?	3%	-19%	5%
CCOC(=O)Nc1ccc2c(COC(=O)c3ccccc3O)cc(=O)oc2c1	27%	-6%	17%	22%	-21%	25%	24%	4%	-4%
COc1ccc(Cc2nc3ccc(C(=O)NCCc4ccccn4)cc3o2)cc1OC	-10%	-9%	4%	4%	-25%	-11%	14%	65%[activator]	-9%
COC(=O)CN1C(c2ccccc2O)Nc2ccc(Br)cc2C1c1ccccc1 (centres undefined)	-4%	30%	0%	-3%	-29%	0%	-17%	?	6%
Cc1c(CC(=O)O)c(=O)oc2c(C)c3occ(-c4ccc(F)cc4)c3cc12	4%	-13%	-2%	-11%	3%	29%	6%	8%	11%
CN(C)c1ccc(-c2nc(-c3cc4cc(Cl)ccc4oc3=O)cs2)cc1	3%	0%[9.22 µM]	nt	nt	14%	nt	nt	9%	0%
CCOc1ccc(S(=O)(=O)N2CCN(c3ccccn3)CC2)cc1	-10%	6%	1%	0%	-24%	0%	1%	10%	-10%
CC(C)C(C)(C#N)NC(=O)CN1C(=O)NC2(CCCc3ccccc32)C1=O (centres undefined)	0%	-14%	2%	0%	12%	?	-1%	11%	0%
COc1ccc(CCNC(=O)COC(=O)Cc2cc(OC)c(OC)c(OC)c2)cc1	-7%	7%	1%	-14%	-12%	24%	-7%	2%	9%
COc1ccc(C(=O)N2CCC(N3CCN(c4ccccc4)CC3)CC2)cc1	1%	-14%	7%	12%	-4%	-3%	-16%	-5%	-14%
Brc1ccc(C=Nc2ccc(Nc3ccccc3)cc2)s1	-5%	10%	2%	6%	-1%	nt	-14%	24%	?
CC1(C(=O)NS(=O)(=O)Cc2cccc(Cl)c2)CCN1C(=O)Cc1ccc(-c2ccccc2)cc1 (centres undefined)	0%	24%	0%	-7%	2%	nt	-1%	-24%	-6%
CCOC(=O)c1c(C)[nH]c(C(=O)COC(=O)c2oc3ccc(OC)cc3c2C)c1C	16µM*	21%	18%	13%	10µM*	-10%	-5%	17%	-8%
Cc1ccc(NC(=O)CCC(=O)N2CCC(c3ccccc3)=N2)cc1S(=O)(=O)N1CCCCC1	?	8%	-12%	-11%	?	?	-4%	4%	2%
CCCCN(C1CCS(=O)(=O)C1)S(=O)(=O)c1ccc(OC)c(OC)c1 (centres undefined)	-1%	7%	1%	0%	-18%	0%	10%	13%	-3%
C=C(C)C(=O)O[C@H]1C/C(C)=C\C(=O)/C=C(\C)[C@H](O)[C@@H]2OC(=O)C(=C)[C@@H]21	?	11%	?	?	?	?	-15%	?	?
CC(C)(O)C#Cc1ccc(C(=O)N2CCC(C(N)=O)(N3CCCCC3)CC2)o1	-14%	-3%	2%	-3%	-3%	-8%	0%	7%	9%
Cc1ccc(SCC(=O)NC(=O)NC(C)C)c(C)c1	-6%	19%	0%	-5%	-22%	-5%	13%	-22%	7%

Looked up by compound from the entries so far, six records:
SMILES	KB-3-1 cytotox	TDP43 rescue	HT1080 IDH1KD tx	HT1080NT lethal	KB-V1 MDR tox	SW480 rerep	GLP1R ag	GLP1R inv ag	HEK293 tox
COC(=O)CN1C(c2ccccc2O)Nc2ccc(Br)cc2C1c1ccccc1 (centres undefined)	-4%	30%	0%	-3%	-29%	0%	-17%	?	6%
COc1ccc(Cc2nc3ccc(C(=O)NCCc4ccccn4)cc3o2)cc1OC	-10%	-9%	4%	4%	-25%	-11%	14%	65%[activator]	-9%
Cc1c(CC(=O)O)c(=O)oc2c(C)c3occ(-c4ccc(F)cc4)c3cc12	4%	-13%	-2%	-11%	3%	29%	6%	8%	11%
CCOC(=O)Nc1ccc2c(COC(=O)c3ccccc3O)cc(=O)oc2c1	27%	-6%	17%	22%	-21%	25%	24%	4%	-4%
COc1ccc(C(=O)N2CCC(N3CCN(c4ccccc4)CC3)CC2)cc1	1%	-14%	7%	12%	-4%	-3%	-16%	-5%	-14%
CC(C)C(C)(C#N)NC(=O)CN1C(=O)NC2(CCCc3ccccc32)C1=O (centres undefined)	0%	-14%	2%	0%	12%	?	-1%	11%	0%

Screening data deposited in PubChem BioAssay by National Center for Advancing Translational Sciences (NCATS).
